# Dicer inh: inhibitors of human Dicer processing of pre-microRNA. cat-ELCCA pre-miR-21 Dicer processing, chemiluminescence; active compounds read high. z-score at 25 µM. 47,000 compounds, 6% hits; in the data active = z-score above about 3, passing the limit was not always enough;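 also: plate controls were vehicle for no effect and no enzyme for full effect; higher signal means more uncleaved substrate so more Dicer inhibition; strong numbers were not always called active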
# Target sequence (Q9UPY3 whole entry, looked up): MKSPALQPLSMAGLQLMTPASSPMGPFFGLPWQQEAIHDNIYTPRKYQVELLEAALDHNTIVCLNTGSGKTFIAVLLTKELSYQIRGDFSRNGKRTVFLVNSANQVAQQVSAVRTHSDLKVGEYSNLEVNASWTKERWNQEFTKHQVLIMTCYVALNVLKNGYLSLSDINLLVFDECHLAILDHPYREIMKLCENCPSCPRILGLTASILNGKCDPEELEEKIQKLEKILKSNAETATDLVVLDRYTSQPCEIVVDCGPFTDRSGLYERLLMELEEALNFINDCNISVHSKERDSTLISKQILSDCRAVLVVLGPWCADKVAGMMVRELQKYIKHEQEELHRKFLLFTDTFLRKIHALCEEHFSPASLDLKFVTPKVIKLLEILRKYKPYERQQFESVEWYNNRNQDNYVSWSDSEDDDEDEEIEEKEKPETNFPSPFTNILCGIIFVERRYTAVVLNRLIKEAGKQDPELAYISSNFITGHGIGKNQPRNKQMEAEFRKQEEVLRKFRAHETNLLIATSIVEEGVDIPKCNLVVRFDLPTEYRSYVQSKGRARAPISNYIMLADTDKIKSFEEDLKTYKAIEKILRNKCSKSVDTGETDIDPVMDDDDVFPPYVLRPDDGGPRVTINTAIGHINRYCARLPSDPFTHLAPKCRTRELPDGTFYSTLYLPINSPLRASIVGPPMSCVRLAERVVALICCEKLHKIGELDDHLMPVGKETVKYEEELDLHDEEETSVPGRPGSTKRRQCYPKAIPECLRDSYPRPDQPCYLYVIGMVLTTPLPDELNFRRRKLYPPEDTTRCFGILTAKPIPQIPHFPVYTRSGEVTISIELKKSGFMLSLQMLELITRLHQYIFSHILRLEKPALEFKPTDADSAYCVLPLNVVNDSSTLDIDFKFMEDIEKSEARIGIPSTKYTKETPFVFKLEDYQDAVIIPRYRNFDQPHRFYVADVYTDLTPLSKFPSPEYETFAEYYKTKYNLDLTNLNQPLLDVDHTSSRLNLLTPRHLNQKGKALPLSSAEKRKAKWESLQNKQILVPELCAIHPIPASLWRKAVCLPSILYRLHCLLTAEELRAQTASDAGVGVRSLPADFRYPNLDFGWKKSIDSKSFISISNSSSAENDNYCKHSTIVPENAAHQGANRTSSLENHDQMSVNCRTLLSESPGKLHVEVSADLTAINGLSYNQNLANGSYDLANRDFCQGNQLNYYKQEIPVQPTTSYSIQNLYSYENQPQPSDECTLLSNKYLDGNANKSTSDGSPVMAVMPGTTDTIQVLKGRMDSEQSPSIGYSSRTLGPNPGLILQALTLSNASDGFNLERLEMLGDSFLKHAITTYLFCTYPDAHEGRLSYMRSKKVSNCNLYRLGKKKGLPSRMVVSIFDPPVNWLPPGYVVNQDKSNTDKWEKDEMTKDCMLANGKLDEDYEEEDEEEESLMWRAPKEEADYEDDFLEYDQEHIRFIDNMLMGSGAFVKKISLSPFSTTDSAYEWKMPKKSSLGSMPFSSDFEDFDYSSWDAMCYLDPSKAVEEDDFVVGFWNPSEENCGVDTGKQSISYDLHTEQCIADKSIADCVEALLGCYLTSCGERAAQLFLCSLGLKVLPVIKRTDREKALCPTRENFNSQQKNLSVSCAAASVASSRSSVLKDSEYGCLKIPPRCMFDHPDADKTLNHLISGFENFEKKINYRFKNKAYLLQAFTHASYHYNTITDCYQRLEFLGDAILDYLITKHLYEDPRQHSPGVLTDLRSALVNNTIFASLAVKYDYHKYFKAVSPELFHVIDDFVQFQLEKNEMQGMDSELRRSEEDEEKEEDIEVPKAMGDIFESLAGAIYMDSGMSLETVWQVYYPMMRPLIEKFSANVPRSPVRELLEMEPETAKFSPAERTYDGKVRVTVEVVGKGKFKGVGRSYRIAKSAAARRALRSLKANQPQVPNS
# Active calls of the source: *; & = joins results of further samples. Not all compounds are listed; rates above refer to the full screens.
SMILES,Dicer inh
Cc1cccc(NC(c2cccnc2)c2ccc3cccnc3c2O)c1 (stereo not drawn),-0.49
CNCCCC12CCC(c3ccccc31)c1ccccc12,0.03&-1.07
CN(C)c1ccc(C2N(C(=O)N3CCOCC3)CCN2S(=O)(=O)c2ccccc2)cc1 (stereo not drawn),-0.96
O=C(NCc1ccc2c(c1)OCO2)C1CC(=O)N(CCc2ccc(Cl)cc2)C1 (stereo not drawn),0.82
CC(C)(C)S(=O)(=O)Cc1nc(-c2ccc(C(F)(F)F)cc2)cs1,-1.21
O=S(=O)(Cc1ccc(Cl)c(Cl)c1)c1cccs1,-2.03
Cc1cccc(C(=O)Nc2cc(F)c(Br)cc2F)c1C,0.81
Cc1cc(C)c2c(c1)-c1cc(C)nn1C(c1cccc(O)c1O)N2 (stereo not drawn),29.9*
Cn1c(=O)c2cn(C(C)(C)C)cc2n(C)c1=O,0.48
CCc1ccc(Cc2cn3cc(-c4ccccc4)nc3s2)cc1,-0.59
CN(C)C(=O)Oc1nnc(SCCS(=O)(=O)c2ccc(F)cc2)n1C1Cc2ccccc2C1,-0.6
N#Cc1cc(NC(=O)c2ccc(Cl)cc2)c(=O)n2c1[nH]c1ccccc12,1.28
CC(O)CCc1nc2ccc(C(=O)O)cc2[nH]1 (stereo not drawn),-1.42
O=C(O)c1c(C(F)(F)F)cc[nH]c1=O,-1.71
COC(=O)c1c(C)oc(C)c1S(=O)(=O)N1CCCCC1,-1.09
O=C(O)c1cc2c([nH]c1=O)CCCC2,-0.3
CN(NC(=O)/C=C/C(=O)O)c1cc(C(F)(F)F)ccn1,0.41
CC1CCCN(C(=O)Cn2c(-c3nonc3N)nc3ccccc32)C1 (stereo not drawn),1.36
O=C(O)c1ccc(-c2ccccc2F)cc1,-0.92
Cc1nn2c(=O)c(NC(=O)c3ccc(C(C)(C)C)cc3)cnc2s1,-0.66
Cc1[nH]c2[nH]n(-c3ccccc3)c(=O)c2c(=O)c1Cc1ccc(C(C)C)cc1,-0.9
CCCSc1ncccc1C(=O)Nc1c(C)noc1C,-0.92
COc1ccccc1NC(=O)N1c2ccccc2Sc2ccccc21,3.15*
CCCCOc1ccc(C2c3c(oc4ccccc4c3=O)C(=O)N2c2nnc(C)s2)cc1OC (stereo not drawn),-0.07
O=C(CSc1nnc(Cn2nnc3ccccc32)n1-c1ccccc1)c1ccc(Cl)cc1,1.9
CCOC(=O)c1c(C)n(-c2ccc(N(C)C)cc2)c2ccc(OC)cc12,-4.85
CN(C)C=Nc1ccc2nnc(-c3ccccc3)n2n1,0.91
CCOC(=O)c1ccc2c(c1)CC/C(=C\c1cccc(C(F)(F)F)c1)C2=O,-1.88
COc1ccccc1-c1noc(CSc2nc3ccc(C)cc3[nH]2)n1,0.27
C=CCNc1cc(C)nc2ncnn12,-1.11

# Fetched by compound from above:
SMILES,Dicer inh
CC1CCCN(C(=O)Cn2c(-c3nonc3N)nc3ccccc32)C1 (stereo not drawn),1.36
CN(C)C=Nc1ccc2nnc(-c3ccccc3)n2n1,0.91
CCCSc1ncccc1C(=O)Nc1c(C)noc1C,-0.92

# The main list resumes with the two entries that preceded the break.
SMILES,Dicer inh
COc1ccccc1-c1noc(CSc2nc3ccc(C)cc3[nH]2)n1,0.27
C=CCNc1cc(C)nc2ncnn12,-1.11
CC1(NC(=O)OCc2ccccc2)CC1NC(=O)OCc1ccccc1 (stereo not drawn),0.13
Cc1ccc(-c2nc(Nc3nc(C)cc(C)n3)n[nH]2)cc1,0.39
Cn1c(=O)c2c(nc(NCCCO)n2Cc2ccccc2Cl)n(C)c1=O,1.59
COCCOC(=O)c1c(C)oc2ccc(NS(=O)(=O)c3cccc4ccccc34)cc12,0.82
CCc1cccc(C)c1N1C(=O)CCCC1=O,-1.13
CCN1CCN(c2oc(COc3ccc(C)cc3)nc2C#N)CC1,0.96
Cc1nc(N2C(=O)c3oc4ccccc4c(=O)c3C2c2ccc(F)cc2)sc1C (stereo not drawn),-1.24
CC(C)(C)c1ccc(-c2nnc(N)o2)cc1,0.31
O=C(O)c1cccc2c1NC(c1ccc(Br)cc1)C1CC=CC21 (stereo not drawn),-0.72
CN(C)c1nccc(N(Cc2ccccc2)Cc2ccccc2)c1C#N,0.36
COc1ccc(OC)c(N2C(=O)CC(Cc3cc(C)cc(C)c3)C2=O)c1 (stereo not drawn),0.99
N#Cc1c(N)sc2c1CCc1ccccc1-2,0.19
FC(F)(F)c1cccc(Sc2ccc3nnc(-c4ccccc4)n3n2)c1,-2.14
Cc1c(NC(=O)c2cc3ccccc3c(=O)s2)c(=O)n(-c2ccccc2)n1C,0.44
CC(=O)/C(=C\N(C)C)Sc1nnc(C(F)(F)F)n1C,-0.41
C=CCOc1ccc(C2/C(=C(\O)c3ccc(OC)cc3)C(=O)C(=O)N2Cc2ccncc2)cc1 (stereo not drawn),0.29
Cc1cc(C)c2c(N)c(C(=O)NCc3ccco3)sc2n1,-1.84
Cc1cccc(Cl)c1NNC(=O)Nc1c([N+](=O)[O-])c(C)nn1C,-1.43
COc1cc(Cl)cc(OC)c1NC(=S)N1CCN2C(=O)c3ccccc3C21c1ccccc1 (stereo not drawn),2.53
CCc1cc(C(=O)c2ccc(OC)cc2)c(NC(=O)CSc2nnc(-c3cccs3)n2C)s1,-1.06
O=C(O)c1ccc(-c2ccc(Cl)cc2)o1,-0.52
Cn1cnc(S(=O)(=O)Nc2cc(C(F)(F)F)ccc2N2CCOCC2)c1,1.02
NC1=Nc2ccc(Cl)cc2C1(O)c1ccccc1 (stereo not drawn),-0.82
COc1ccc(NC(=O)c2cc(C(C)(C)C)nn2Cc2ccc(F)cc2)cc1OC1CCCC1,-0.42
Fc1cccc(Cl)c1CSc1ccc(C(F)(F)F)cn1,0.24
O=C(O)C1C2C=CC(O2)C1C(=O)NCCCn1ccnc1 (stereo not drawn),-1.68
O=C(COc1ccccc1Br)Nc1nccs1,2.09
COc1cc2c(cc1OC)C(=O)CC(C)(C)O2,-0.89
N#Cc1cccnc1N1CCCN(C(=O)Nc2cccs2)CC1,-0.34
c1ccc(CSc2nnc3c(n2)[nH]c2ccccc23)cc1,-1.06

# In another format: 30 of the compounds above
Molecule	Dicer inh
CC1(NC(=O)OCc2ccccc2)CC1NC(=O)OCc1ccccc1 (stereo not drawn)	0.13
Cc1ccc(-c2nc(Nc3nc(C)cc(C)n3)n[nH]2)cc1	0.39
Cn1c(=O)c2c(nc(NCCCO)n2Cc2ccccc2Cl)n(C)c1=O	1.59
COCCOC(=O)c1c(C)oc2ccc(NS(=O)(=O)c3cccc4ccccc34)cc12	0.82
CCc1cccc(C)c1N1C(=O)CCCC1=O	-1.13
CCN1CCN(c2oc(COc3ccc(C)cc3)nc2C#N)CC1	0.96
Cc1nc(N2C(=O)c3oc4ccccc4c(=O)c3C2c2ccc(F)cc2)sc1C (stereo not drawn)	-1.24
CC(C)(C)c1ccc(-c2nnc(N)o2)cc1	0.31
O=C(O)c1cccc2c1NC(c1ccc(Br)cc1)C1CC=CC21 (stereo not drawn)	-0.72
CN(C)c1nccc(N(Cc2ccccc2)Cc2ccccc2)c1C#N	0.36
COc1ccc(OC)c(N2C(=O)CC(Cc3cc(C)cc(C)c3)C2=O)c1 (stereo not drawn)	0.99
N#Cc1c(N)sc2c1CCc1ccccc1-2	0.19
FC(F)(F)c1cccc(Sc2ccc3nnc(-c4ccccc4)n3n2)c1	-2.14
Cc1c(NC(=O)c2cc3ccccc3c(=O)s2)c(=O)n(-c2ccccc2)n1C	0.44
CC(=O)/C(=C\N(C)C)Sc1nnc(C(F)(F)F)n1C	-0.41
C=CCOc1ccc(C2/C(=C(\O)c3ccc(OC)cc3)C(=O)C(=O)N2Cc2ccncc2)cc1 (stereo not drawn)	0.29
Cc1cc(C)c2c(N)c(C(=O)NCc3ccco3)sc2n1	-1.84
Cc1cccc(Cl)c1NNC(=O)Nc1c([N+](=O)[O-])c(C)nn1C	-1.43
COc1cc(Cl)cc(OC)c1NC(=S)N1CCN2C(=O)c3ccccc3C21c1ccccc1 (stereo not drawn)	2.53
CCc1cc(C(=O)c2ccc(OC)cc2)c(NC(=O)CSc2nnc(-c3cccs3)n2C)s1	-1.06
O=C(O)c1ccc(-c2ccc(Cl)cc2)o1	-0.52
Cn1cnc(S(=O)(=O)Nc2cc(C(F)(F)F)ccc2N2CCOCC2)c1	1.02
NC1=Nc2ccc(Cl)cc2C1(O)c1ccccc1 (stereo not drawn)	-0.82
COc1ccc(NC(=O)c2cc(C(C)(C)C)nn2Cc2ccc(F)cc2)cc1OC1CCCC1	-0.42
Fc1cccc(Cl)c1CSc1ccc(C(F)(F)F)cn1	0.24
O=C(O)C1C2C=CC(O2)C1C(=O)NCCCn1ccnc1 (stereo not drawn)	-1.68
O=C(COc1ccccc1Br)Nc1nccs1	2.09
COc1cc2c(cc1OC)C(=O)CC(C)(C)O2	-0.89
N#Cc1cccnc1N1CCCN(C(=O)Nc2cccs2)CC1	-0.34
c1ccc(CSc2nnc3c(n2)[nH]c2ccccc23)cc1	-1.06

# (more compounds)
SMILES,Dicer inh
NC(=O)NC(=O)Nc1ccccc1Cl,6.03*
C=CCn1c(SCC(=O)NCc2ccc3c(c2)OCO3)nc2scc(-c3ccccc3)c2c1=O,-2.64
COc1cccc(NC2=C(C#N)C(=O)NC(c3ccc([N+](=O)[O-])cc3)S2)c1 (stereo not drawn),1.33
COC(=O)c1cc(S(=O)(=O)N(C)C2CCCCC2)oc1C,-1.64
O=C(Nc1ccccc1C(=O)NCC1CC1)c1cccs1,-1.14
Nc1nc2c3ccccc3nc(-c3ccccc3)n2n1,-0.84
COCCN1C(=O)C(=O)/C(=C(\O)c2ccc(C)cc2)C12C(=O)N(C)c1ccccc12 (stereo not drawn),-0.78
CCN1C(=O)C(O)(CC(=O)c2c(C)n[nH]c2C)c2ccccc21 (stereo not drawn),0.08
CCOC(=O)c1csc(N/N=C2\CCCc3cc(OC)ccc32)n1,-3.85
Cc1cccc(C)c1N1C(=O)CSCC1=O,-2.44
CSc1sc(C(N)=O)c2c1-c1oncc1CC2,-1.11
CCCc1cc(-c2n[nH]c(C)c2-c2ccc3c(c2)OCCO3)c(O)cc1O,7.51*
CN1CCN(NC(NC(=O)c2cccnc2)(C(F)(F)F)C(F)(F)F)CC1,-0.05
CCOC(=O)c1c(C)n(-c2ccccc2)c2ccc(O)cc12,1.5
CSc1nc2ccc(NC(=O)c3ccc4snnc4c3)cc2s1,0.84
CCOC(=O)CCc1c(C)c(C#N)c2nc3ccccc3n2c1N1CCN(C)CC1,1.15
CCN(CC)CCOC(=O)C(c1ccccc1)C1CCCCC1 (stereo not drawn),-0.55
COc1ccc(C2C(C(=O)c3cc4ccccc4o3)=C(O)C(=O)N2CCN2CCOCC2)cc1OC (stereo not drawn),1.55
CCOC(=O)c1c(NC(=S)NC)sc2c1CCCC2,-2.12
Cc1cc(-c2ccccc2)nc2oc3c(=O)n(Cc4ccc(Cl)cc4)cnc3c12,-1.22
COc1ccc(C2NC(C(=O)O)CS2)c(OC)c1 (stereo not drawn),-1.73
C=CCSc1nnc(-c2ccc(C)cc2)o1,0.23
Cn1cc2c(n1)-c1cc(Cl)ccc1SC2,-0.9
CCC1CCc2c(sc(NC(=O)c3cnccn3)c2C#N)C1 (stereo not drawn),0.11
NC1CONC1=O (stereo not drawn),-0.56
COCCn1c2c(c(=O)[nH]c1=O)C(c1ccc(Cl)cc1)C1=C(N2)c2ccccc2C1=O (stereo not drawn),0.45
Cc1onc(-c2ccccc2Cl)c1NC(=O)N1c2ccc(F)cc2CCC1C (stereo not drawn),-0.34
CC1=CC(C)(C)N(C(=O)Nc2ccccc2)c2cc(C)c(C)cc21,2.65
O=C(O)CC(NC(=O)Cc1cccc2ccccc12)C(=O)O (stereo not drawn),-0.88
COC(=O)c1ccc([C@@H]2Nc3c(OC)ccc(Cl)c3[C@@H]3C=CC[C@@H]32)cc1,1.42
CC(C)(C)c1ccc(-c2nnnn2Cc2c(Cl)cccc2Cl)cc1,-0.46
COC(=O)/C=C(/Nc1ccc(Cl)c(Cl)c1)C(=O)OC,0.22
O=C(COc1ccc2ccccc2c1)OCC(=O)c1ccc(Cl)cc1,-0.44
C/C(=N\NC(=S)Nc1cccc(F)c1)c1ccco1,5.72*
COC(=O)C1=C(C)NC2=C(C(=O)CC(C)(C)C2)C1c1ccc(SC)cc1 (stereo not drawn),1.66
Cc1cc(C)c(CSC(=N)N)c(C)c1CSC(=N)N,-3.61
Cc1ccc(NC(=O)N(CCC(=O)O)Cc2ccccc2)cc1,0.19
COc1cc2c(c(OC)c1OC)C(=O)CC2,-0.02
O=C(O)C1=CCCN(CCON=C(c2ccccc2)c2ccccc2)C1,-1.46
CC#C[C@]1(O)CC[C@H]2[C@@H]3CCC4=CC(=O)CCC4=C3[C@@H](c3ccc(N(C)C)cc3)C[C@@]21C,0.71
Cc1ccc(-c2nnc(N3CCOCC3)c3ccccc23)cc1S(=O)(=O)N1CCCCC1,-4.68
CCn1c(/C=C/c2ccc([N+](=O)[O-])o2)nc2ccccc2c1=O,0.36
COC(=O)c1cc(Cl)cc2c1N[S@](=O)S2,-3.02
NC(=O)C1=CN(Cc2ccccc2)CCC1C(F)(F)F (stereo not drawn),-0.8
C/C=C(\C)c1nnc(NCC(C)(C)C)s1,0.2
CC1(C)SC(c2ccc(F)cc2)N[C@H]1C(=O)O (stereo partly drawn),-1.08
N#C/C(=C\NCc1cc(C(F)(F)F)cc(C(F)(F)F)c1)S(=O)(=O)c1ccc(Cl)c(Cl)c1,-1.68
COc1ccc(S(=O)(=O)N=S(C)(=O)c2ccc(C(F)(F)F)cn2)cc1 (stereo not drawn),-0.47
